PTK2B oligo ant: antagonists of Pyk2 self-association, primary screen, Q293 cells, FERM NanoBiT luminescence, HTS. active compounds read low. hit rate 0.83% among 99,000. Protein-tyrosine kinase 2-beta (Homo sapiens), Q14289. z-score (the deposit names both 25 µM and 10 µM);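 active means Z-score of -3 or lower, scaled per plate to the spread of control and sample wells; inactive means z-score above -3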;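 further: negative z-score means lost luminescence so less FERM oligomerization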
Plk1 PBD FP: Plk1 polo box domain binding inhibitors, primary screen, biochemical, fluorescence polarization; Serine/threonine-protein kinase PLK1 (Homo sapiens), P53350; Plk1 PBD phosphopeptide binding; inhibition, %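 (tested at about 20 µM)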; hit rate 0.13% among 97,000; AID 693, 2007; in the data active means inhibition above about 34%, passing the limit was not always enough
Target sequence (P53350 whole entry, looked up, the tested form may be a part): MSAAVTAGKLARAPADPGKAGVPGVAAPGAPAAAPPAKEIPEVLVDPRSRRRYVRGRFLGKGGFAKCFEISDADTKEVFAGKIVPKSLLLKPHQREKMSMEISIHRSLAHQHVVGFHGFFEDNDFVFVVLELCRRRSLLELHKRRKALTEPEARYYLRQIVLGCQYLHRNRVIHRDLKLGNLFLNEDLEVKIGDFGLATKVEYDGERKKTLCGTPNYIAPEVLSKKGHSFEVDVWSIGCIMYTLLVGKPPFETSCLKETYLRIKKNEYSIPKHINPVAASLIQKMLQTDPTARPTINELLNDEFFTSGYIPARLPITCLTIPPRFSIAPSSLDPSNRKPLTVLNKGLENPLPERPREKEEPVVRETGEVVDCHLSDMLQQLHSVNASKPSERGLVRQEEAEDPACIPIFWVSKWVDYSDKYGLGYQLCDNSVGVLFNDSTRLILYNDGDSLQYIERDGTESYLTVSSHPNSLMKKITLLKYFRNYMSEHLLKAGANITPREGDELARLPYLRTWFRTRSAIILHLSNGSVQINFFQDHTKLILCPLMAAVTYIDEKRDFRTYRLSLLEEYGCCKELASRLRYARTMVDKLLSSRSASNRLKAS
PLK1 kinase inh: human PLK1 kinase inhibitors, primary screen, biochemical, TR-FRET; inhibition, % at 10 µM; recombinant PLK1 kinase, TR-FRET peptide phosphorylation; hit rate 0.53% among 97,000;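 active means inhibition of 50% or more in the single-concentration screen; inactive means inhibition below 50%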;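 further: 0% = DMSO max control and 100% = H-89 dihydrochloride min control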
cytoskel mod: modifiers of F-actin cytoskeleton organization, primary screen, imaging, HUVEC, phalloidin staining, high-content imaging; HUVEC TNFa F-actin phalloidin imaging; inhibition, % at 2 µM; hit rate 0.18% among 91,000;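 active means inhibition above the batch mean plus 3 SD and confirmed as a hit by visual image inspection, cut at about 30% in these data, passing the limit was not always enough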; further: strong numbers were not always called active
FAK inh: FAK kinase inhibitors, primary screen, biochemical; Focal adhesion kinase 1 (Homo sapiens), Q05397; biochemical FAK kinase activity assay; inhibition, %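 (tested at 7 µM)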; hit rate 0.84% among 97,000; AID 727, 2007; in the data active means inhibition above about 19%;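 further: 0% = DMSO and 100% = reference compound high control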
EphB4 antag: EphB4-ephrin-B2 interaction antagonists, primary screen, biochemical, TNYL-RAW peptide probe, fluorescence polarization. Ephrin type-B receptor 4 (Homo sapiens), P54760. EphB4 LBD / TNYL-RAW-Alexa532 peptide. inhibition, % at 7 µM. hit rate 0.15% among 97,000. AID 720, 2007;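 active means inhibition above the screen-wide mean inhibition plus 3 SD, cut at about 15% in these data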;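 further: 0% = DMSO wells and 100% = excess unlabeled TNYL-RAW peptide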
PTPN22 inh 2: PTPN22 phosphatase inhibitors, primary screen, biochemical, DiFMUP fluorescence, 2 µM. Tyrosine-protein phosphatase non-receptor type 22 (Homo sapiens), Q9Y2R2. recombinant LYP catalytic domain. inhibition, % at 2 µM. hit rate 0.21% among 96,000. AID 640, 2007;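 active means inhibition at 2 µM at or above a set limit, the screen mean plus 3 SD, cut at about 24% in these data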;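 further: 0% = DMSO with enzyme and 100% = enzyme fully blocked by orthovanadate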
Rev-RRE block: HIV-1 Rev-RRE binding inhibitors, primary screen, biochemical, FRET, protein-RNA interaction | Rev peptide-RRE RNA binding | inhibition, % at 8 µM | hit rate 0.79% among 97,000 | AID 704, 2007;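 active means inhibition above the screen-wide mean plus 3 SD, cut at about 35% in these data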;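 further: 0% = median DMSO wells and 100% = median Neomycin B control wells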
Target sequence (P05866 whole entry, looked up): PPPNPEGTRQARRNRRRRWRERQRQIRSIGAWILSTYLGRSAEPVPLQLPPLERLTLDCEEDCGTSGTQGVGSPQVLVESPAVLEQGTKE
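Test system: Cy5-tagged RRE RNA duplex with fluorescein-tagged Rev peptide | Read-out: % inhibition of FRET ratio versus controls | Probe or stimulus: Labelled Rev peptide | Incubation: 5 min RNA-compound premix plus 15 min binding step, 25 °C | Technique: FRET fluorescence readout | Benchmarks: DMSO low control, neomycin B high control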
LYP act: LYP phosphatase activators, primary screen, biochemical, DiFMUP fluorescence, 2 µM | Tyrosine-protein phosphatase non-receptor type 22 (Homo sapiens), Q9Y2R2 | recombinant LYP; 0 = plate median, 100 = signal doubled | activation, % at 2 µM | hit rate 0.11% among 96,000;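 active means activation at 2 µM above a set limit, the mean plus 5 SD, cut at about 37% in these data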
* hit, by the source's call; nt = not tested or not shown; [ ] = remark or other dose.

PTK2B oligo ant | Plk1 PBD FP | PLK1 kinase inh | cytoskel mod | FAK inh | EphB4 antag | PTPN22 inh 2 | Rev-RRE block | LYP act | compound
0.94 | 6 | -2 | -22 | -5 | 5 | 7 | 7 | -2 | CC(C)(C)OC(=O)NNC(=O)c1ccc(Cl)cc1
-1.6 | -1 | -7 | nt | 11 | 13 | -6 | 9 | 2 | c1ccc(C2Nc3ccccc3-c3nc4ccccc4n32)nc1 (stereo not given)
nt | -10 | 0 | 1 | 2 | 4 | -2 | 7 | -1 | CCn1c(SCC(=O)N2CCCCC2)nc2c(c1=O)SC(C)C2 (stereo not given)
-0.28 | 12 | -14 | 7 | 0 | 5 | -2 | 2 | 1 | COc1ccc(N2CCN(C(=O)CSc3nnc(-c4cccnc4)n3-c3ccc(F)cc3)CC2)cc1
1 | -17 | -2 | 10 | 1 | 1 | 1 | 12 | -3 | CCOc1ccc2nc(COC(=O)c3ccco3)c(C(C)=O)[n+]([O-])c2c1
nt | 22 | -17 | -18 | 5 | 0 | 0 | 8 | -2 | Cc1cc(C)nc(/N=C2\NC(=O)CC(C(=O)O)N2c2ccc(Cl)cc2)n1 (stereo not given)
0.22 | 11 | -5 | 17 | -2 | -4 | 5 | -3 | -5 | COCc1nnc(NS(=O)(=O)c2ccc(NC(C)=O)cc2)s1
0.02 | 2 | -9 | -4 | 0 | -2 | 2 | 4 | -4 | COCCCN1C(=O)C(=O)/C(=C(/O)c2ccc(OC)cc2C)C1c1cccnc1 (stereo not given)
0.12 | -6 | 7 | nt | 1 | 2 | -7 | 11 | 8 | O=[N+]([O-])c1cccc(N=NN(CCO)c2cccc([N+](=O)[O-])c2)c1
-0.83 | 10 | 1 | -13 | -4 | -1 | -9 | -1 | 13 | COc1ccc(C)cc1N(CC(=O)O)S(=O)(=O)c1ccc(C)cc1
-0.17 | -2 | -3 | nt | -7 | -2 | 4 | -4 | 0 | CSCCC(NC(=O)OC(C)(C)C)C(=O)NC(CC(C)C)C(N)=O (stereo not given)
-0.74 | -4 | -3 | 2 | 5 | 7 | 12 | 4 | -9 | CCCOP(=O)(OCCC)C(Nc1ccc(C(C)C)cc1)c1ccc([N+](=O)[O-])cc1 (stereo not given)
-0.43 | -9 | -8 | -17 | 1 | 10 | 7 | 4 | -4 | Cc1cc(C)cc(OCC(=O)NN2Cc3ccccc3C2=N)c1
0 | -4 | -12 | -2 | 0 | 3 | -2 | 4 | -3 | CCOC(=O)c1cccc(NC(=O)C2CCCO2)c1 (stereo not given)
-0.07 | 19 | -11 | 13 | -2 | 1 | 1 | 10 | 0 | O=C(CN1CCN(c2ncccn2)CC1)NCc1ccccc1
-2 | -14 | -12 | 2 | 8 | -2 | -1 | 6 | 5 | Cc1cccc2sc(NC(=O)C3c4ccccc4Oc4ccccc43)nc12
0.42 | -12 | 3 | 6 | 1 | -2 | 4 | 4 | -4 | COc1cc(-n2cnnn2)ccc1S(=O)(=O)N1CCOCC1
0.53 | 23 | -20 | 10 | 1 | 2 | 3 | 3 | 0 | CC1=C(C)CC(C(=O)NNC(=O)c2ccccc2O)C(C(=O)O)C1 (stereo not given)
-0.22 | 1 | -14 | 44 | 0 | 2 | 2 | 3 | -4 | COc1ccc(CC(=O)Nc2cccc(-c3nnc(-c4ccco4)o3)c2)cc1
0.2 | 6 | -7 | -5 | 0 | -9 | 1 | 1 | -1 | Cc1c(C(=O)N(Cc2cccs2)C2CCS(=O)(=O)C2)oc2ccccc12 (stereo not given)
1.1 | -19 | -12 | -6 | -3 | 4 | -12 | 6 | 8 | O=C(CN(C(=O)CSc1nnc(COc2ccccc2)o1)c1ccc(F)cc1)NC1CCCCC1
-1.1 | -124 | -27 | 2 | 2 | -1 | 24* | 73*[fluorescence artefact?] | -23 | O=c1c(/C=N/Nc2ccccc2)c(Sc2nnnn2-c2ccccc2)nc2ccccn12
0.14 | -3 | -2 | nt | 0 | 4 | -12 | 12 | 12 | CC(=O)Cc1nsc(Nc2ccccc2)n1
-0.76 | 17 | -7 | nt | -2 | 3 | -10 | 5 | 12 | CNC(=O)CC(=O)Nc1ccccc1C(=O)O
-1.2 | -7 | -8 | 31 | -1 | 7 | -2 | 2 | 0 | Cc1cc(NC(=O)CCC(=O)N(c2ccccc2)C(C(=O)NC2CCCC2)c2cccs2)no1 (stereo not given)
nt | 0 | -13 | -7 | 9 | 2 | -3 | 3 | 0 | COc1ccc(OC)c(NC2c3ccccc3C(=O)N2Cc2ccc3c(c2)OCO3)c1 (stereo not given)
0.47 | -5 | -2 | 19 | 0 | 3 | 4 | 16 | -4 | CC(C)Oc1ccc(/C(O)=C2/C(=O)C(=O)N(CCN(C)C)C2c2ccco2)cc1 (stereo not given)
-0.09 | 9 | -11 | 10 | 1 | 3 | -11 | -1 | 7 | CCN(CC)S(=O)(=O)c1cccc(C(=O)Nc2cccnc2)c1
0.85 | -1 | -8 | 13 | 3 | -1 | -2 | 6 | -1 | CCOC(=O)N1CCC(n2c(SCC(=O)Nc3nccs3)nc3ccsc3c2=O)CC1
0.6 | 9 | -10 | 3 | 3 | 5 | 10 | 11 | -8 | COC(=O)C1CCN(S(=O)(=O)c2ccc(NC(C)=O)cc2)CC1
nt | 7 | -10 | -3 | 1 | -5 | 2 | 10 | -5 | CC(C)CC(NS(=O)(=O)c1ccc2c(c1)oc(=O)n2C)C(=O)NC1CCCc2ccccc21 (stereo not given)
-0.33 | -19 | 1 | 5 | -3 | 2 | 13 | 2 | -13 | NC1=NC2(CCCCC2)n2c(nc3ccccc32)N1
0.47 | 23 | -10 | -6 | 0 | -7 | -2 | 6 | 1 | CC(C)C(NS(=O)(=O)c1cccc2nsnc12)C(=O)N1CCc2ccccc2C1 (stereo not given)
0.66 | 36 | -4 | -32 | 7 | 0 | 5 | 4 | -1 | CCNC(=S)NC1CC2CCC(C1)N2Cc1ccccc1 (stereo not given)
-0.43 | -21 | -23 | -17 | 2 | 7 | -12 | 11 | 10 | CCN1CCCC1CN(Cc1cc2c(C)cc(C)cc2[nH]c1=O)C(=O)NC1CCCCC1 (stereo not given)
-0.14 | -8 | -5 | -14 | 0 | -4 | -1 | 6 | 4 | CCOc1ccc(C(NC(=O)c2ccco2)c2ccc(OC)c(OC)c2)cc1 (stereo not given)
0.93 | -25 | -3 | 30 | -3 | 3 | 15 | 3 | -12 | CCC(C(=O)N1CCc2cc(OC)c(OC)cc2C1)c1ccccc1 (stereo not given)
0.19 | -5 | -15 | -16 | 0 | -7 | 3 | 4 | 2 | O=C(COc1ccccc1Cl)N1CCN(c2ccc([N+](=O)[O-])c(N3CCCCC3)c2)CC1
1.7 | -1 | -16 | 6 | 14 | -3 | 6 | 6 | -2 | Cc1ccc(S(=O)(=O)N2CCOCC2)cc1C(=O)NCc1cn2ccsc2n1
-0.11 | -30 | -7 | -10 | -1 | -3 | 6 | 0 | -4 | CCCN(CCC)C(=O)CSc1nc2ccsc2c(=O)n1NC(=O)c1ccccc1

Just PTK2B oligo ant, for 4 of the compounds above:
canonical_smiles	PTK2B oligo ant
O=[N+]([O-])c1cccc(N=NN(CCO)c2cccc([N+](=O)[O-])c2)c1	0.12
COc1ccc(C)cc1N(CC(=O)O)S(=O)(=O)c1ccc(C)cc1	-0.83
CSCCC(NC(=O)OC(C)(C)C)C(=O)NC(CC(C)C)C(N)=O (stereo not given)	-0.17
CCCOP(=O)(OCCC)C(Nc1ccc(C(C)C)cc1)c1ccc([N+](=O)[O-])cc1 (stereo not given)	-0.74

Two of these compounds, set out differently.
canonical_smiles | PTK2B oligo ant | Plk1 PBD FP | PLK1 kinase inh | cytoskel mod | FAK inh | EphB4 antag | PTPN22 inh 2 | Rev-RRE block | LYP act
CCOc1ccc(C(NC(=O)c2ccco2)c2ccc(OC)c(OC)c2)cc1 (stereo not given) | -0.14 | -8 | -5 | -14 | 0 | -4 | -1 | 6 | 4
CCC(C(=O)N1CCc2cc(OC)c(OC)cc2C1)c1ccccc1 (stereo not given) | 0.93 | -25 | -3 | 30 | -3 | 3 | 15 | 3 | -12

Continued.
PTK2B oligo ant | Plk1 PBD FP | PLK1 kinase inh | cytoskel mod | FAK inh | EphB4 antag | PTPN22 inh 2 | Rev-RRE block | LYP act | compound
nt | -5 | -18 | -3 | 4 | 1 | 3 | 6 | -6 | CC(=O)NCCc1nc2ccccc2n1Cc1ccccc1
-0.03 | -7 | 9 | 7 | 0 | -4 | 1 | 1 | -1 | O=C(Nc1ccccc1)N1CCN(c2ccc(F)cc2)CC1
0.67 | -327 | -14 | 16 | 1 | -2 | 5 | 136*[fluorescence artefact?] | -6 | CC(C)OC(=O)CN1C(=O)S/C(=C/c2ccc(N3CCCCC3)o2)C1=O
-0.09 | 5 | -2 | -5 | 2 | 4 | 11 | 6 | -12 | O=C1/C(=C/c2ccccc2)CSc2sccc21
0.36 | 19 | -4 | nt | 3 | -3 | -6 | 6 | 8 | C/C(=N/Oc1nc(C)cc(C)n1)c1ccc(Cl)cc1Cl
1.6 | 10 | -8 | 5 | 1 | 3 | 2 | 8 | -3 | CCN(CC)C(=O)CSc1nc(-c2ccc(C)cc2)nc2c1COC(C)(C)C2
1.1 | -23 | -10 | 10 | 0 | -5 | -1 | 4 | -1 | CCc1nnc(NC(=O)CCN2C(=O)c3ccccc3C2=O)s1
0.11 | -21 | -3 | 12 | -9 | 1 | 3 | 3 | 1 | COC(=O)C(C)(C(=O)OC)c1ccc([N+](=O)[O-])cn1
-0.04 | 43 | -2 | nt | 3 | 0 | -3 | 10 | 10 | C/C(=C\C(=O)c1ccc(Cl)cc1)Nc1ccc(Br)cc1
0.3 | -4 | -3 | -3 | 6 | 4 | 5 | 0 | -3 | Cc1nc(CSc2ccc(Cl)cc2)cc(N2CCOCC2)n1
1.1 | 21 | -7 | 19 | -3 | -3 | -10 | 5 | 7 | CCOC(=O)COc1ccc2nsnc2c1Cl
-0.37 | 10 | -4 | 7 | 2 | -5 | 7 | 3 | -5 | COc1ccc(/C=N/NC(=O)c2ccoc2C)cc1COc1ccc(Cl)cc1
0.17 | 6 | -3 | 50 | 0 | 3 | 3 | 11 | -6 | CC(=O)Nc1n[nH]c(S(=O)(=O)Cc2ccc(Cl)cc2Cl)n1
0.32 | -9 | -8 | 18 | -2 | 5 | -3 | 6 | -1 | CCCCCn1c(SCCN2CCOCC2)nc2c1c(=O)[nH]c(=O)n2C
-0.75 | -1 | -10 | nt | -1 | -4 | 2 | 11 | -1 | O=C(NC1CCCCC1)N(Cc1cc2cc3c(cc2[nH]c1=O)OCCO3)C1CCCCC1
-1.1 | 2 | -10 | 22 | -4 | 11 | 2 | 12 | -6 | CCNC(=O)COC(=O)c1cc(-c2ccc(OC)cc2)nc2ccccc12
-2.8 | -11 | -6 | -4 | 6 | 12 | 18 | 9 | -18 | O=C(NCc1ccco1)C1CCN(C(=O)c2cc3sccc3n2Cc2ccc(Cl)cc2)CC1
0.57 | -5 | 0 | 8 | -2 | 7 | -23 | 6 | 22 | CCCCn1c(SCC(=O)N2CCCCC2)nc2cc(S(N)(=O)=O)ccc21
0.48 | -10 | 2 | -18 | 1 | -2 | -4 | -3 | 5 | CCC(C)[C@H](NC(=O)N1CCN(c2cccc(C(F)(F)F)c2)CC1)C(=O)OC (stereo not given in full)
